# Efflux pump mplx – blocks antifungal efflux pumps in multiplex yeast assay; 330,000 tested, 0.44% active; AID 485275; inhibition, % at 10 µM; S. cerevisiae Candida pump triplex, Nile Red efflux;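 active = plate passing quality check with inhibition over a set limit, or well fluorescence over plate mean plus 4 SD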;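 also: Nile Red retained in pooled yeast measured as flow cytometry median fluorescence; 0% = buffer negative control and 100% = Enniatin B positive control; higher means more Nile Red kept so more efflux inhibition; some compounds called inactive have numbers as strong as hits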
# GRK2 inh – blocks RNA aptamer binding to human GRK2 | P25098 | bead flow cytometry, FAM-aptamer displacement from GRK2 | 330,000 tested, 0.59% active | inhibition of aptamer binding, % at 10 µM;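 active = inhibition of aptamer binding above 40%, roughly 3 SD of noise, on plates passing a quality check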;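 also: median bead fluorescence of bound FAM aptamer so fluorescent compounds give negative values; no value below 0 was filed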
# PME-1 primary – blocks human protein phosphatase methylesterase 1; Q9Y570; recombinant PME-1, FP-Rh probe fluorescence polarization; inhibition, % at 5.9 µM; 320,000 tested, 0.53% active;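 active = inhibition above the campaign mean of all compounds plus 3 SD, cut at about 26% in these data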;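 also: competitive labeling of PME-1 active site by serine hydrolase directed probe; 0% = PME-1 with DMSO and 100% = wells lacking PME-1 enzyme; inhibitors block probe labeling so polarization falls and inhibition rises; many of its hits are not listed in these tables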
# Fam108B inh – counter-screen for RBBP9 inhibitors: inhibitors of mouse Fam108B; recombinant Fam108B, FP-Rh probe fluorescence polarization; inhibition, % at 9.51 µM; 300,000 tested, 0.33% active; AID 1947;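 active = inhibition above the screen mean inhibition plus 3 SD, computed separately per campaign, cut at about 18% in these data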;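 also: inhibitors lower polarization as less probe binds the enzyme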
# MCL1-BIM inh – MCL1-BIM-BH3 interaction inhibition (human) | GST-MCL1 / FITC-Bim-BH3 fluorescence polarization | inhibition, % at 10.9 µM | 320,000 tested, 0.68% active;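 active = inhibition above the mean inhibition of all tested compounds plus 3 SD, set per campaign, cut at about 40% in these data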;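 also: 0% = DMSO wells and 100% = unlabeled Bim-BH3 peptide control; higher means more loss of mP so more displacement of Bim peptide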
# VLA-4 inh – inhibition in a human VLA-4 binding assay. P13612. VLA-4 expressing cells, ligand binding flow cytometry. inhibition, % (about 7 µM as worked out from the volumes in the protocol). 330,000 tested, 0.2% active; in the data active = inhibition above about 50%
# Target sequence (P13612 whole entry, looked up): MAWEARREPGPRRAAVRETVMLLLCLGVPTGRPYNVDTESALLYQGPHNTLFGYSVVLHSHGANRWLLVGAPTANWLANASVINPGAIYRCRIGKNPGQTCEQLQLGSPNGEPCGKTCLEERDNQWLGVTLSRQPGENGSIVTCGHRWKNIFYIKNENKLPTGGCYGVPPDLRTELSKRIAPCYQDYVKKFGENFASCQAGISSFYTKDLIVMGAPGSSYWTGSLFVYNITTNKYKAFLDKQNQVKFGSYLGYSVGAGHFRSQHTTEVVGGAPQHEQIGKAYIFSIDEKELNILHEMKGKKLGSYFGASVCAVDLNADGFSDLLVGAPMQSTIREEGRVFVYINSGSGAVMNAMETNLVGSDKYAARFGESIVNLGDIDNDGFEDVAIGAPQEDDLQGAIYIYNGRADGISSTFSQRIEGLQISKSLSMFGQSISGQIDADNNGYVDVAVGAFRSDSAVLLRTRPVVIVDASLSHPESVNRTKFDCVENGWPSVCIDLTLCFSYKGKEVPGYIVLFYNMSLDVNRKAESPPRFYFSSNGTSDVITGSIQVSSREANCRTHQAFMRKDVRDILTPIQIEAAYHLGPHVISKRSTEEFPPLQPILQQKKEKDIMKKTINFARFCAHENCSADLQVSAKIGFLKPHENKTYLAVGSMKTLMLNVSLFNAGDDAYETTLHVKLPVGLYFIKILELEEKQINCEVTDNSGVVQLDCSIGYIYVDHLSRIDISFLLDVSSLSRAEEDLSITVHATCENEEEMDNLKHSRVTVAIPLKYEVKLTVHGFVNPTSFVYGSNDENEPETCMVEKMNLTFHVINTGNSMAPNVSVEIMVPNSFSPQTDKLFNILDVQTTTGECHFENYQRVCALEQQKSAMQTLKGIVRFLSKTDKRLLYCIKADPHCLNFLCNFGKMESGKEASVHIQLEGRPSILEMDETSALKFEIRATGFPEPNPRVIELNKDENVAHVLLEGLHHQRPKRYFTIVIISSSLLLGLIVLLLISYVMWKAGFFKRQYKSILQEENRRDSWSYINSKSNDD
# GLD-1 TGE inh – GLD-1-TGE RNA interaction inhibition (C. elegans). purified GLD-1 + fluorescein TGE RNA, fluorescence polarization. inhibition, % at 5.96 µM. 320,000 tested, 0.44% active. AID 2280;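 active = percent inhibition above a per-plate cutoff, the plate mean of test compounds plus 3 SD, cut at about 30% in these data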;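 also: 0% = DMSO wells with GLD-1 and probe and 100% = wells lacking GLD-1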
# MEX-5 binding – C. elegans MEX-5 TCR-2 RNA binding activity. AID 1832. MEX-5/FITC-TCR2 RNA binding, fluorescence polarization; stronger effect = lower value. 300,000 tested, 0.38% active. activity score (negative = inhibition of binding), % at 10 µM;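 active = inhibition past about -25% in most replicates, and total fluorescence under double the plate's negative control median, limit read from the data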;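 also: 0% = DMSO and -100% = 5 µM competing unlabeled TCR2 RNA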
# BCLXL inh – Bcl-xL (human) inhibition; Q07817; GST-Bcl-xL / FITC-Bim BH3 peptide fluorescence polarization; inhibition, % at 10.9 µM; 320,000 tested, 0.7% active;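 active = inhibition above the mean of all tested compounds plus 3 SD, cutoff set per campaign, cut at about 30% in these data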;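 also: 0% = DMSO wells and 100% = unlabeled Bim-BH3 peptide competitor; inhibitors lower millipolarization by displacing the labeled peptide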
# * = called active by the depositor; x = no result given. The list is partial, so the mix of outcomes need not match the whole.
SMILES,Efflux pump mplx,GRK2 inh,PME-1 primary,Fam108B inh,MCL1-BIM inh,VLA-4 inh,GLD-1 TGE inh,MEX-5 binding,BCLXL inh
CCc1ccc2[nH]c(C(=O)Nc3ccc(C)c(F)c3)cc2c1,0.1,0,x,x,x,4,x,4.7,x
COCCNC(=S)NN(c1ccccc1)c1ccccc1,0.2,0,4,1,1,-7,5,-2.3,-2
CC(C)C1Nc2ccc(C(=O)NCCCN3CCOCC3)cc2NC1=O (stereo not drawn),-0.1,6,-1,1,-1,10,-7,-2.3,4
O=C(Nc1cc(F)ccc1F)c1cccc(-n2cnnn2)c1,0.1,2,6,2,-17,4,-2,-0.1,-13
CNCCC=C1c2ccccc2C=Cc2ccccc21,0.0,0,-1,-2,6,21,1,x,7
O=C(O)C1C2CCC(O2)C1C(=O)Nc1ccc(F)cc1 (stereo not drawn),0.1,3,-1,4,1,7,5,-1.9,-1
CCc1nnc(NC(=O)c2ccc(Br)o2)s1,0.0,0,0,2,-2,21,7,-0.4,6
CC(C)N1C(=O)CCC1C(=O)NCCc1ccccc1 (stereo not drawn),-0.1,0,-2,1,-8,2,7,0.9,0
Cn1c(=O)n(C)c2cc(C(N)=O)ccc21,0.4,0,1,-2,4,11,3,0.7,-1
O=S(=O)(Nc1ccc(O)c(Sc2nc3ccccc3s2)c1)c1ccc(F)cc1,-0.8,0,-2,-3,11,2,3,2.8,0
Cc1ccc(CNn2cnnc2SCC(=O)NC(C)(C)C)cc1,0.1,0,-5,-1,-7,1,-3,1.1,-13
CC(=O)Oc1ccc2c(C)cc(=O)oc2c1C(=O)c1ccccc1,0.1,5,-7,0,3,-59,-5,-0.7,3
O=C(O/N=C1\CCS(=O)(=O)c2sccc21)c1ccc(F)cc1,-0.1,3,3,-6,-4,-7,1,2.0,3
CCOc1ccc(NC(=O)CCC(=O)NNC(=O)COc2ccccc2C)cc1,-0.1,1,-3,-1,5,10,1,-2.8,6
COc1cc(NC(=O)CCN2CCN(c3ccccc3F)CC2)cc(OC)c1,-0.1,0,6,0,9,19,7,-0.5,4
O=C(/C=C/c1ccc(Cl)cc1)NCCc1ccccc1,-0.1,1,-4,-5,1,3,1,-1.2,3
CNC(=O)CN(c1cc(OCCOC)c(Cl)cc1Cl)S(=O)(=O)c1ccc(OC)cc1,0.1,0,0,0,2,-7,1,1.3,-3
CCCOC(=O)c1c(NC(=O)CCC(=O)O)sc2c1CCCCC2,-0.3,1,-1,-3,6,3,-2,2.7,1
CCCC1NC(C(=O)O)Cc2c1[nH]c1ccccc21 (stereo not drawn),0.1,0,x,x,x,-1,x,-8.5,x
Cn1c(=O)cc(OCC(=O)NCCc2ccc(Cl)cc2)c2ccccc21,0.1,0,5,0,-7,9,-6,1.3,-2
CSc1nc2ccc(NC(=O)C3CCCO3)cc2s1 (stereo not drawn),0.0,0,-5,1,-3,3,4,-1.2,2
Cc1c(C)c(C)c(C(=O)c2ccc(NC(=O)c3ccccc3C(=O)O)cc2)c(C)c1C,-0.5,0,-3,4,-8,7,6,1.3,3
Cc1c(C(=O)N2CCN(c3ccccc3)CC2)sc2ncnc(N3CCN(c4ccccn4)CC3)c12,0.0,0,-2,-1,5,-4,6,1.1,6
O=C(COC(=O)c1cccc(C(=O)OCC(=O)NCc2ccc(F)cc2)n1)NCc1ccc(F)cc1,0.3,0,8,1,-6,11,1,0.3,3
Nc1ncncc1-c1ccc([N+](=O)[O-])cc1,-0.1,6,3,-3,2,10,-1,3.2,-2
Cc1ccc(Cn2ccsc2=NC(=O)COC(=O)c2ccc(NC(=O)CC#N)cc2)cc1,0.1,0,11,-6,-15,6,-23,4.0,-10
COC(=O)C(C)NC(=O)COc1ccc2ccccc2c1 (stereo not drawn),0.0,3,-4,1,-8,24,-8,3.6,2
CC1(C)N=C(c2ccccc2)C(=O)N1,0.1,0,3,-3,-1,37,6,-0.2,-4
CC(C)[C@H](NC(=O)c1ccccc1Cl)C(=O)NC1CCCCCC1,-0.2,1,5,-1,2,6,4,1.2,3
COc1ccc(OC)c(NC(=S)NCc2ccccc2OC)c1,-0.1,0,0,1,33,2,15,-1.1,30*
COc1cc(CN2CCNC(=O)C2CC(=O)O)cc(OC)c1 (stereo not drawn),0.1,2,-1,2,2,7,4,-0.6,2
COC(=O)c1ccccc1S(=O)(=O)N1CCC(C(=O)NCCC2=CCCCC2)CC1,0.1,9,3,x,6,10,7,x,4
Cc1ccc(NC(=S)/C(=C(\[O-])c2ccc(Cl)s2)[n+]2cccc(CO)c2)cc1C,-0.3,0,-4,3,9,-5,-2,1.0,6
Cc1ccc(NC(=O)c2ccc(=O)[nH]n2)cc1C,-0.1,2,-2,-4,0,-4,4,2.6,7
Cn1ccnc1SCC(=O)n1c2c(c3ccccc31)CCCC2,-0.1,8,0,-3,-12,7,11,1.6,-3
COc1cc(C(=O)OCC(=O)NCc2ccccc2)cc(NC(=O)c2ccco2)c1OC,0.0,0,-3,-5,-19,2,1,2.7,-3
O=C(NCc1cccc(Cl)c1)C1CCCN(c2ncnc3c2nc2n3CCCCC2)C1 (stereo not drawn),0.0,0,3,0,0,1,2,-4.1,-1
NC(=O)CSc1ncnc2c1oc1ccccc12,0.0,2,-4,-7,1,-2,3,0.0,1
O=C(NNC1CC(=O)N(c2cccc(Cl)c2)C1=O)c1cccnc1 (stereo not drawn),0.3,1,-6,2,6,21,2,0.2,7
Cc1cc(C)c2nc3nc(C)cc(C)c3c(N)c2c1,-0.1,0,-3,-1,18,-54,5,-4.4,20
COc1cc2c(cc1OC)C(CC(=O)O)N(C(=O)CC1CCCC1)CC2 (stereo not drawn),0.0,2,-5,3,-5,-8,1,0.8,-5
Clc1ccc(Cc2nc(-c3ccncc3)no2)cc1,0.2,2,0,-3,13,18,4,0.9,5
CCOC(=O)c1c(-c2ccccc2)oc2ccc(O)c(CN(C)C)c12,0.0,0,-4,-1,4,6,11,-14,4
O=S(=O)([N-]c1nc2ccccc2nc1-[n+]1ccccc1)c1ccc(F)cc1,-0.2,1,9,2,-1,8,20,-2.0,1
Cc1ccnc(Sc2ncccc2[N+](=O)[O-])n1,0.0,0,-5,-2,-2,-6,0,1.4,-1
CC(=O)c1cn(CC(=O)NCc2ccco2)c2ccccc12,-0.1,2,2,0,1,8,8,0.9,1
O=C(O)c1ccc(-n2nnnc2SCc2ccccc2)cc1,0.0,4,5,-2,11,13,-1,0.9,7
CCOC(=O)c1c(S(=O)(=O)NCCc2cccs2)c(C)n(C)c1C,0.3,1,5,0,-2,8,-3,1.4,-3
CCOc1ccc(C2c3[nH]c4ccccc4c3CCN2Cc2cn(CC)nc2C)cc1 (stereo not drawn),0.1,0,1,3,8,-15,5,1.9,7
COCCN(C(=O)CCSc1ccc(F)cc1)c1c(N)n(Cc2ccccc2)c(=O)[nH]c1=O,-0.2,2,9,x,0,-4,9,x,2
CC1=C(/C=C/C(C)=C/C=C/C(C)=C/CO)C(C)(C)CCC1,-0.1,86*,-1,9,4,2,4,-4.4,5
CCSc1nnc(NC(=O)CSc2nccn2-c2cccc(C)c2)s1,0.0,3,0,4,-1,20,4,1.9,5
NC(=O)c1cnn2c(C(F)(F)F)cc(-c3ccccc3)nc12,-0.2,3,1,-2,8,-3,5,-1.3,5
CCC1CCCCN1CCCNC(=O)C1CCN(S(=O)(=O)N2CCCCC2)CC1 (stereo not drawn),0.1,15,-7,-2,9,-2,0,-1.3,5
Cc1cc2ncn(-c3ncnc4sc5c(c34)CCC(C)C5)c2cc1C (stereo not drawn),0.3,2,1,6,3,-3,0,0.1,-4
CC1CC(=O)Nc2ccc([N+](=O)[O-])cc2N1C (stereo not drawn),-0.1,1,5,-1,4,7,-5,0.5,-2
COc1ccc(C2C(C(=O)N3CC(C)CC(C)C3)c3ccccc3C(=O)N2C)cc1 (stereo not drawn),-0.1,2,2,-3,9,10,2,-0.2,0
COc1ccc(N2C(=O)C3C4c5ccccc5C(C=Nc5ccc(C)cc5C)(c5ccccc54)C3C2=O)cc1 (stereo not drawn),0.2,2,6,-4,6,7,-2,0.0,2
CSc1nsc(SC)c1NC(=O)N1CCCC1,0.2,1,2,-2,-4,0,-3,-0.7,6
Cc1c(C(=O)OCC(=O)Nc2cccc(S(N)(=O)=O)c2)oc2c1ccc1ccccc12,0.1,2,-28,-12,3,-2,2,-7.1,3

# Rewritten with values under each structure: part of the list above.
# Values run as follows: Efflux pump mplx, GRK2 inh, PME-1 primary, Fam108B inh, MCL1-BIM inh, VLA-4 inh, GLD-1 TGE inh, MEX-5 binding, BCLXL inh
- NC(=O)c1cnn2c(C(F)(F)F)cc(-c3ccccc3)nc12
→ -0.2, 3, 1, -2, 8, -3, 5, -1.3, 5
- CC1=C(/C=C/C(C)=C/C=C/C(C)=C/CO)C(C)(C)CCC1
→ -0.1, 86*, -1, 9, 4, 2, 4, -4.4, 5

# The listing continues:
SMILES,Efflux pump mplx,GRK2 inh,PME-1 primary,Fam108B inh,MCL1-BIM inh,VLA-4 inh,GLD-1 TGE inh,MEX-5 binding,BCLXL inh
O=C(CSc1nncs1)Nc1nccs1,-0.1,3,-2,0,1,15,8,1.6,-1
Cc1cc(NC(=O)CSCC(=O)N(c2cccc(Cl)c2)C(C(=O)NC2CCCCC2)c2ccc(O)c(O)c2)no1 (stereo not drawn),0.0,28,8,3,4,12,-1,0.3,-1
CCOC(=O)CCc1cnccc1-c1cccc(OC)c1O,-0.2,1,-2,0,2,3,4,-0.5,1
O=C(O)c1ccc(NC2CC(=O)N(Cc3ccccc3)C2=O)cc1 (stereo not drawn),0.0,4,-6,-2,3,27,0,-1.9,-2
CN(C(=O)c1cccc(S(=O)(=O)NCc2ccccc2)c1)C1CCCCC1,-0.1,0,x,x,x,1,2,x,x

# Molecules from the list above that have an aryl methoxy group, in the order listed:
SMILES,Efflux pump mplx,GRK2 inh,PME-1 primary,Fam108B inh,MCL1-BIM inh,VLA-4 inh,GLD-1 TGE inh,MEX-5 binding,BCLXL inh
COc1cc(NC(=O)CCN2CCN(c3ccccc3F)CC2)cc(OC)c1,-0.1,0,6,0,9,19,7,-0.5,4
CNC(=O)CN(c1cc(OCCOC)c(Cl)cc1Cl)S(=O)(=O)c1ccc(OC)cc1,0.1,0,0,0,2,-7,1,1.3,-3
COc1ccc(OC)c(NC(=S)NCc2ccccc2OC)c1,-0.1,0,0,1,33,2,15,-1.1,30*
COc1cc(CN2CCNC(=O)C2CC(=O)O)cc(OC)c1 (stereo not drawn),0.1,2,-1,2,2,7,4,-0.6,2
COc1cc(C(=O)OCC(=O)NCc2ccccc2)cc(NC(=O)c2ccco2)c1OC,0.0,0,-3,-5,-19,2,1,2.7,-3
COc1cc2c(cc1OC)C(CC(=O)O)N(C(=O)CC1CCCC1)CC2 (stereo not drawn),0.0,2,-5,3,-5,-8,1,0.8,-5
COc1ccc(C2C(C(=O)N3CC(C)CC(C)C3)c3ccccc3C(=O)N2C)cc1 (stereo not drawn),-0.1,2,2,-3,9,10,2,-0.2,0
COc1ccc(N2C(=O)C3C4c5ccccc5C(C=Nc5ccc(C)cc5C)(c5ccccc54)C3C2=O)cc1 (stereo not drawn),0.2,2,6,-4,6,7,-2,0.0,2
CCOC(=O)CCc1cnccc1-c1cccc(OC)c1O,-0.2,1,-2,0,2,3,4,-0.5,1
